HTR5A inv ctr: HTR5A inverse agonism, opioid heterodimer counter-screen. P47898. 0.083% of 340,000 active. AID 504634. inhibition, % at 9.3 µM. HTR5A cell line, luminescence; in the data active = inhibition mostly above about 23%, no sharp cut-off; inactive = mostly below about 18%;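 note: 0% = cells with DMSO and 100% = no-cell wells with DMSO; some compounds called inactive have numbers as strong as hits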
MOR-DOR ag: agonists of human mu-delta opioid receptor heterodimerization. AID 504326. cells, OPRM1-OPRD1 heterodimerization, luminescence. P35372+P41143. 0.3% of 340,000 active. activation, % at 9.3 µM; in the data active = activation above about 18%;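 note: 0% = vehicle-treated cells and 100% = reference agonist; values of inactives mirror those of a sister screen read the other way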
OPRM1-OPRD1 inv: mu-delta opioid heterodimer inverse agonism; 0.21% of 340,000 active; cell-based MOR-DOR heterodimer luminescence; inhibition, % at 9.3 µM; P35372+P41143; in the data active = inhibition above about 22%, passing the limit was not always enough;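 note: 0% = cells with DMSO and 100% = wells without cells with DMSO; values of inactives mirror those of a sister screen read the other way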
PfHsp90 yeast 2: growth inhibition of yeast expressing Plasmodium Hsp90; S. cerevisiae expressing PfHsp90, BacTiter-Glo ATP, 48 h; yeast lacking PDR1 and PDR3 efflux regulators; 0.32% of 310,000 active; inhibition, % at 9.4 µM;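 active = every replicate shows inhibition above about 80%, whatever the replicate mean, limit read from the data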;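 note: 0% = DMSO neutral controls and 100% = 20 µM radicicol positive controls; yeast relying on Plasmodium falciparum Hsp90 in place of its own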
Ecoli viability: reduces bacterial viability in AddAB counter-screen. E. coli V3065 growth, OD600 absorbance, 18 h. inhibition, % at 11.9 µM. 0.27% of 330,000 active. AID 449728;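 active = inhibition above the campaign's mean inhibition across all tested compounds plus 3 SD, cut at about 9.9% in these data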;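 note: uninfected addAB+ strain grown without phage in ampicillin broth; 0% = DMSO wells and 100% = ciprofloxacin 0.95 µg/ml wells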
AddAB inh: less growth of phage-infected E. coli with AddAB | E. coli expressing H. pylori AddAB, absorbance growth | inhibition, % at 11.9 µM | 0.29% of 330,000 active | AID 435030; in the data active = inhibition above about 12%;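 note: 0% = vehicle wells of infected cells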
HTR5A ag ctr: counter-screen for OPRM1-OPRD1 agonists: human HTR5A agonism | 0.61% of 340,000 active | HTR5A agonist assay, luminescence, cell-based | activation, % at 9.3 µM; in the data active = activation mostly above about 9.5%, no sharp cut-off; inactive = mostly below about 7.6%;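 note: 0% = cells with vehicle only and 100% = reference agonist; strong numbers were not always called active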
SUMO Mot1 rescue: blocks SUMOylation pathway, rescuing yeast Mot1-301 growth | S. cerevisiae Mot1-301 growth rescue, ATP luminescence, 38.5C; percent above DMSO median, 100 means doubled | growth rescue, % at 18.8 µM | 1% of 320,000 active | AID 2716;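 active = every valid replicate shows activation above 250% relative to neutral control wells; inactive = the rest, any valid replicate at or below 250%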;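 note: OY570 slx delta 5 strain wells were the positive control but not used for scaling; some compounds called inactive have numbers as strong as hits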
PKA-R1A act: activates the PKA-R1A holoenzyme complex; P00514+P68181; PKA-R1A dissociation, Cy5-IP20 fluorescence polarization; scaled: DMSO 0%, 113 µM cGMP 100%; activation, % at 11.4 µM; 0.083% of 340,000 active; AID 504707;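 active = percent activation above the mean of all tested compounds plus 3 SD, cut at about 19% in these data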;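 note: higher means more PKAc released from R1A so a rise in polarization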
phage Ecoli inh: E. coli growth loss with phage present; AID 651602; 0.26% of 360,000 active; inhibition, % at 11.9 µM; growth absorbance; in the data active = inhibition above about 11%
Pemphigus Ab inh: human desmoglein-3 autoantibody binding inhibition; 0.48% of 310,000 active; binding (percent of control), % at 10 µM; P32926; DSG3-coupled beads, scFv-anti-DSG3-GFP binding, flow cytometry; stronger effect = lower value;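 active = binding more than 3 SD below its plate's average and above zero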;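 note: hits lower antibody fragment binding to DSG3; some compounds called inactive have numbers as strong as hits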
Target sequence (P32926 whole entry, looked up, the tested form may be a part): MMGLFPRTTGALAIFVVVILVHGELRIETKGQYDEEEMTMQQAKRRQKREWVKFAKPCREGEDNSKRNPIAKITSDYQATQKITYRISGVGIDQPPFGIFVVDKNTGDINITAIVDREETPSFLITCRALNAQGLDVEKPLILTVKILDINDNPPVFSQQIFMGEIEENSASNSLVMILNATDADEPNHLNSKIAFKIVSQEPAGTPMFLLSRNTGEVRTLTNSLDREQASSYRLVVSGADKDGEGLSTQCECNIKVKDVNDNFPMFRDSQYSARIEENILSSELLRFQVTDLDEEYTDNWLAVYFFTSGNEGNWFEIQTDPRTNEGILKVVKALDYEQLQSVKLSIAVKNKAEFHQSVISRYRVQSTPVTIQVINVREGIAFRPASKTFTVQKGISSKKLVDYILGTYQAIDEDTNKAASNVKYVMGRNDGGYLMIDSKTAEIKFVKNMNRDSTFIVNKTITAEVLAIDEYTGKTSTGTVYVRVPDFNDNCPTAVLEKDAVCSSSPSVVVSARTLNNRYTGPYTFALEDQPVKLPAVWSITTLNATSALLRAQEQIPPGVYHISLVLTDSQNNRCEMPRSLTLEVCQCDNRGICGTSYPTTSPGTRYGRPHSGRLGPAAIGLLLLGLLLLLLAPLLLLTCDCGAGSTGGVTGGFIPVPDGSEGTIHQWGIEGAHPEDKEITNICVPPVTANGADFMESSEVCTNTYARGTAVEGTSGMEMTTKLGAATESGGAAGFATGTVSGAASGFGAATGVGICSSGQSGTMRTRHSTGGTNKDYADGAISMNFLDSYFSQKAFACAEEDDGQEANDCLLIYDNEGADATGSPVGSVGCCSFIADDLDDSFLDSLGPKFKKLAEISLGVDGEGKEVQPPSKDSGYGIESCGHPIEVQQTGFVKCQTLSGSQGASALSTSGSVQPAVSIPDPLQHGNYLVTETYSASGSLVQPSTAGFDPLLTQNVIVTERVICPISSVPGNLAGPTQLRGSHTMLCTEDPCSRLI
An asterisk follows results filed as active; · = no result given.

Value order – PKA-R1A act	HTR5A inv ctr	Ecoli viability	phage Ecoli inh	HTR5A ag ctr	OPRM1-OPRD1 inv	SUMO Mot1 rescue	MOR-DOR ag	Pemphigus Ab inh	AddAB inh	PfHsp90 yeast 2
O=C(NC1CC1)C1CSC(c2cccnc2)=N1 (centres undefined)
→ 9	-34	1.6	-0.4	3	11	-25	-2.1	98	1.3	·
O=C(C1CCC(=O)N1C1CCCC1)N1CCC2(CC1)OCCO2 (centres undefined)
→ -8	-35	0.9	-2.2	-4	11	44	-2.0	99	1.9	6
O=C(COC(=O)Cc1ccccc1)NCCNC(=O)COC(=O)Cc1ccccc1
→ -15	6	0.8	-0.2	-2	2	-6	-0.3	104	0.1	-12
CC(Cc1cnccn1)NCc1c(C(=O)N2CCCCCCC2)nc2ccc(Cl)cn12 (centres undefined)
→ -1	-16	1.4	0.9	-4	3	-13	-0.4	105	-0.1	-22
CNC(=O)Oc1ccc(C(=O)N2c3ccccc3NC(=O)C2C)cc1 (centres undefined)
→ 2	5	-0.7	2.7	-1	4	4	-0.8	101	-1.7	23
CN(C)C(=O)Oc1cccc(OCc2n(C)c3ccccc3[n+]2C)c1
→ -7	7	-0.2	6.1	-3	16	-8	-2.9	99	1.7	-4
CN1CCC(OC(=O)Cc2ccccc2)CC1
→ 0	-3	1.5	4.7	-3	13	-4	-2.1	83	1.4	20
O=C(COc1ccc2ccc(=O)oc2c1)N1C[C@H]2C[C@@H](C1)c1cccc(=O)n1C2
→ -12	15	1.8	7.3	-1	13	219	-2.5	109	1.3	4
O=C(Cc1ccccc1)Oc1ccccc1N1C(=O)CCC1=O
→ -2	-5	-0.5	2.8	2	9	67	-1.4	100	3.1	-1
C[n+]1c2ccccc2nc2ccc(NCCO)cc21
→ -1	17	-5.3	-5.7	-4	3	-20	-0.6	161	-6.2	21
O=C(CCN1CCCCC1)Nc1ccc(Cl)cc1C(=O)c1ccccc1
→ 0	19	-0.8	0.8	-5	6	-12	-1.4	103	1.3	7
Clc1ccc(CCC(Cn2ccnc2)Sc2c(Cl)cccc2Cl)cc1 (centres undefined)
→ 0	1	0.8	5.3	8	-78	58	14	117	-2.4	88*
CC/C(=N\NC(=O)Nc1ccccc1)c1c(O)n(Cc2ccccc2)c(=O)[nH]c1=O
→ ·	·	2.3	4.5	·	·	20	·	104	1.5	13
O=C1NC(=O)C2(CCCC2)C(=O)N1
→ 6	-11	·	2.1	3	19	·	-3.6	99	·	·
CCCOc1ccc(N2C(=O)CC(N3CC=C(c4ccccc4)CC3)C2=O)cc1 (centres undefined)
→ -7	-4	3.4	0.6	2	-16	37	2.8	99	4.6	-21
COc1ccc(-n2c(O)c(C=Nc3c(C)n(C)n(-c4ccccc4)c3=O)c(=O)[nH]c2=O)cc1
→ -9	-6	-0.1	-0.5	-2	14	-8	-2.3	76	1.4	-8
COC(=O)C1=C(c2c(C)noc2C)C[C@@H]2CC[C@H]1N2C(=O)NCCNC(C)=O
→ 4	-16	2.5	2.3	4	1	-2	-0.1	111	3.0	7
CN1CCN(C(=O)Cc2nc3ccccc3[nH]2)CC1
→ -2	13	-2.0	0.4	-5	14	-17	-2.4	121	1.6	7
COc1ccc(C=C2C(=O)NC(=S)NC2=O)cc1
→ 3	-11	·	2.2	3	13	·	-2.8	·	·	-14
Fc1ccc(CNCCc2ccc3c(c2)OCO3)cc1
→ 1	9	2.4	3.3	3	9	-3	-1.7	113	4.5	-8
CCn1c(O)c(C=Nc2ccc(S(N)(=O)=O)cc2)c(=O)[nH]c1=S
→ -18	-11	1.2	0.3	-1	1	292	-0.1	82	3.8	-23
COc1ccc(C(=O)C23CN4CN(CN(C4)C2)C3)cc1
→ 1	-3	-3.5	2.0	1	8	-4	-1.8	98	1.2	-8
Cn1cc(C(=O)NP(=O)(N2CCOCC2)N2CCOCC2)c2ccccc21
→ -9	-6	1.5	3.8	2	-3	1	0.4	84	2.8	-2
Cc1ccc(N2C(=O)/C(=C/c3ccc(CN(CCC#N)S(C)(=O)=O)o3)C(=O)NC2=S)cc1
→ 0	21	1.7	·	-9	9	7	-1.9	101	1.1	·
O=c1[nH]c(O)c(C=NCCc2ccccc2)c(=O)[nH]1
→ -4	-28	0.0	2.7	2	9	447	-1.9	110	0.3	-10
COc1ccc(-c2nn(CCC#N)cc2C(=O)NCc2ccccc2)cc1OC
→ -1	7	0.4	1.9	-2	10	12	-2.1	110	-0.5	12
N#Cc1ccccc1Cn1cc(C(=O)c2ccccc2F)c2ccccc21
→ 13	7	0.8	1.6	3	8	-7	-1.5	72	4.8	22
C/C(=N\NC(=O)c1ccncc1)c1c(O)n(-c2ccccc2)c(=O)[nH]c1=O
→ ·	·	-2.5	0.8	·	·	9	·	107	5.5	·
CC(=O)Nc1cc(C(=O)N2CCC3(CC2)OCCO3)ccc1S(=O)(=O)c1ccc(Cl)cc1
→ -7	-33	-0.6	-0.2	4	-5	-22	1.0	99	0.3	·
CCCCN1CCC(O)(c2ccccc2)C(C(=O)c2ccccc2)C1 (centres undefined)
→ 1	-20	1.6	2.5	-1	19	-9	-3.2	114	0.0	15
O=C(c1cc(-c2cccnc2)nc2ccc(Cl)cc12)N1CCC2(CC1)OCCO2
→ -3	14	0.9	-4.6	4	8	-4	-1.8	99	3.5	·
CN1CCN(/N=C/c2c(O)n(Cc3ccc(F)cc3)c(=O)[nH]c2=O)CC1
→ -1	-1	-2.0	1.8	5	7	256	-1.3	122	-0.2	-21
CC(C)n1cc(C(=O)N(CC(=O)NC2CCCC2)Cc2ccccc2)cn1
→ -11	13	-0.4	4.5	-1	19	-12	-3.6	93	0.7	·
Cc1cnc[nH]1
→ 5	-2	-1.1	-0.9	0	6	106	-1.2	101	1.9	21
c1ccc2oc(N3CCNCC3)nc2c1
→ 0	-17	1.0	1.9	5	18	-7	-3.4	97	1.0	25
O=C(Cc1ccccc1)OCn1nnc2ccccc2c1=O
→ 8	9	0.6	3.0	2	11	-9	-1.9	103	2.2	12
Cn1c(O)c(C(=NCCc2c[nH]c3ccccc23)c2ccccc2)c(=O)n(C)c1=O
→ 2	15	2.8	3.0	-3	10	23	-2.0	94	1.9	6
CN1CCC(N(C)c2nc(-c3ccccc3)nc3ccccc23)CC1
→ 3	·	-0.1	1.3	·	·	2	·	109	0.6	13
CCC(C)n1c(O)c(/C=N/Nc2ccccc2)c(=O)[nH]c1=S (centres undefined)
→ -3	13	3.6	2.2	2	9	355*	-1.7	101	1.6	-2
CC(C)c1ccc(N=Cc2c(O)n(C3CC3)c(=S)[nH]c2=O)cc1
→ -7	-11	-1.0	1.5	0	9	25	-1.7	105	-0.3	5
CCOC(=O)c1c(/N=C/C2C(=O)NC(=S)NC2=O)sc2c1CCC2
→ ·	·	-1.7	·	·	·	2	·	99	-3.6	5
O=c1[nH]c(=O)n(Cc2ccc(F)cc2)c(O)c1C=NCCCn1ccnc1
→ -1	-16	-0.4	2.5	-1	7	171	-1.4	103	-1.1	14
CC1(C)CC(CCNCc2ccc3c(c2)OCO3)(Cc2ccccc2)CCO1 (centres undefined)
→ -8	3	2.6	4.6	-1	-163	86	31*	103	0.8	-1
Cc1ccc(N2C(=O)NC(=O)/C(=C\c3cc(C)n(-c4cc(C(=O)O)cc(C(=O)O)c4)c3C)C2=O)cc1
→ -6	-17	-5.3	-0.2	4	10	-2	-2.3	100	-0.3	10
Cc1cc(C)[n+](CCCC[n+]2c(C)cc(C)cc2C)c(C)c1
→ 1	6	0.8	1.4	-1	0	38	-0.1	99	3.9	9
O=C(C1CC(=O)N(C2CCCCC2)C1)N1CCC2(CC1)OCCO2 (centres undefined)
→ -7	-3	-0.9	1.4	1	3	-10	-0.6	98	0.0	7
CCCCP(=O)(O)c1ccccc1
→ -11	2	-0.9	2.9	-1	5	4	-1.1	96	-2.1	6
CCN1CCOC(c2ccccc2)C1 (centres undefined)
→ -4	-6	·	1.2	2	-3	·	0.5	98	·	·
C=CCN1C(=O)NC(=O)/C(=C/c2cc3c4c(c2)CCCN4CCC3)C1=O
→ 4	3	-1.6	5.1	-4	20	-7	-4.4	177	1.1	15
CCC(=NCc1cc(OC)cc(OC)c1)c1c(O)n(C)c(=O)n(C)c1=O
→ -10	-9	2.2	3.3	-2	-8	-10	1.3	97	4.6	·
O=c1c2ccccc2nc(CN2CCCCCC2)n1-c1ccc(F)cc1
→ 1	-2	-2.5	-0.6	-2	-7	6	1.3	131	-1.1	·
CCOC(=O)c1c(C)n(Cc2ccccc2)c2ccc(OCC(O)CN3C(=O)CNC3=O)cc12 (centres undefined)
→ 9	8	-5.2	1.1	0	11	-16	-1.9	99	-0.6	-20
COc1c(C)cc(C(=O)C2CCCN(C3CCOCC3)C2)cc1C (centres undefined)
→ -5	8	0.3	-1.0	-3	-14	25	3.0	·	-0.4	-1
C=CCn1c(O)c(C(CC)=NCCCO)c(=O)[nH]c1=O
→ -11	-26	2.6	2.9	7	10	9	-1.8	102	4.4	-9
C/C(CC(c1ccccc1)c1c(O)c2ccccc2oc1=O)=N\Nc1ccc([N+](=O)[O-])cc1[N+](=O)[O-] (centres undefined)
→ -15	10	0.9	3.2	2	-1	17	0.2	89	1.7	-14
O=C1N=c2ccccc2=C/C1=C\c1c(O)[nH]c(=S)[nH]c1=O
→ -2	14	0.5	2.7	-5	13	-6	-2.1	99	2.9	7
CCCCCCn1c(=O)c(C(=O)Nc2cccc(C)n2)c(O)c2ccccc21
→ -13	-26	1.1	·	2	9	-8	-1.7	113	1.7	-26
COc1ccc(-n2c(/C=C3\C(=O)Nc4ccccc43)nc3ccccc3c2=O)cc1
→ 0	4	0.7	2.6	-2	6	-1	-1.1	81	4.7	19
CC(=O)N1CCC2(CC1)CC(=O)c1cc(OCC(=O)N3CCN(C)CC3)ccc1O2
→ -3	-29	-2.5	1.1	-2	4	619	-0.8	99	1.1	0
CC(=O)N1CCCSC1=Nc1ccccc1
→ 1	-5	1.0	3.0	2	12	55	-2.5	102	0.5	-24

Other structures follow.
Value order – PKA-R1A act	HTR5A inv ctr	Ecoli viability	phage Ecoli inh	HTR5A ag ctr	OPRM1-OPRD1 inv	SUMO Mot1 rescue	MOR-DOR ag	Pemphigus Ab inh	AddAB inh	PfHsp90 yeast 2
Cc1cc(OCC(=O)NCC2CCC(C(=O)O)CC2)c2c3c(c(=O)oc2c1)CCC3 (centres undefined)
→ -6	2	-1.7	1.2	4	16	-5	-3.2	·	2.9	2
CC(C)NC(C)C(=O)c1ccc2ccccc2c1 (centres undefined)
→ 0	-5	-0.1	6.1	-6	27	5	-5.3	97	-0.2	10
O=C(CN1CCCCC1)c1ccc2c(c1)OCO2
→ -4	-7	-0.8	3.1	0	8	8	-1.5	99	1.9	3
CC12CCC(O)CC1CCC1C2CCC2(C)C(C3=CC(=O)OC3)CCC12O (centres undefined)
→ 7	-125	·	2.7	33*	-405	·	93*	90	·	16

Source: PubChem

The list is partial; the hit share may differ from the screen's.
